# KB-3-1 cytotox: qHTS assay for MDR1-selective chemotherapeutics: Primary screen using the parental adenocarcinoma cell KB-3-1; KB-3-1 viability, CellTiter-Glo ATP luminescence, 72 h; Potency, µM (highest dose often 46.1 µM), without a hit: top-dose activity change, negative = cytotoxic, usual class: cytotoxic; 400,000 compounds, 1.4% hits; AID 1347075, 2019; further: potency means the concentration at half of the fitted maximal effect; on the % scale 0 is the no-effect control and ±100 the full control effect; nearly all actives have a fitted effect of over 60% in size
#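 Using CellTiter-Glo luminescence, growth of non-resistant KB-3-1 adenocarcinoma cells is assessed 72 h after pin-tool compound addition at 37 °C. Normalized responses across the concentration series yield fitted curves.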
# WRN inhibitor: qHTS for Inhibitors of WRN Helicase; Bifunctional 3'-5' exonuclease/ATP-dependent helicase WRN (Homo sapiens), Q14191; Potency, µM (series often up to 114 µM), inactives show at the top dose activity change, negative = inhibition, actives largely listed as inhibitors; 360,000 compounds, 0.46% hits; WRN helicase unwinding, fluorescent forked duplex, kinetic; further: potency means the concentration at half of the fitted maximal effect; on the % scale 0 is the no-effect control and ±100 the full control effect; nearly all actives have a fitted effect of over 55% in size
# Target sequence (Q14191 whole entry, looked up): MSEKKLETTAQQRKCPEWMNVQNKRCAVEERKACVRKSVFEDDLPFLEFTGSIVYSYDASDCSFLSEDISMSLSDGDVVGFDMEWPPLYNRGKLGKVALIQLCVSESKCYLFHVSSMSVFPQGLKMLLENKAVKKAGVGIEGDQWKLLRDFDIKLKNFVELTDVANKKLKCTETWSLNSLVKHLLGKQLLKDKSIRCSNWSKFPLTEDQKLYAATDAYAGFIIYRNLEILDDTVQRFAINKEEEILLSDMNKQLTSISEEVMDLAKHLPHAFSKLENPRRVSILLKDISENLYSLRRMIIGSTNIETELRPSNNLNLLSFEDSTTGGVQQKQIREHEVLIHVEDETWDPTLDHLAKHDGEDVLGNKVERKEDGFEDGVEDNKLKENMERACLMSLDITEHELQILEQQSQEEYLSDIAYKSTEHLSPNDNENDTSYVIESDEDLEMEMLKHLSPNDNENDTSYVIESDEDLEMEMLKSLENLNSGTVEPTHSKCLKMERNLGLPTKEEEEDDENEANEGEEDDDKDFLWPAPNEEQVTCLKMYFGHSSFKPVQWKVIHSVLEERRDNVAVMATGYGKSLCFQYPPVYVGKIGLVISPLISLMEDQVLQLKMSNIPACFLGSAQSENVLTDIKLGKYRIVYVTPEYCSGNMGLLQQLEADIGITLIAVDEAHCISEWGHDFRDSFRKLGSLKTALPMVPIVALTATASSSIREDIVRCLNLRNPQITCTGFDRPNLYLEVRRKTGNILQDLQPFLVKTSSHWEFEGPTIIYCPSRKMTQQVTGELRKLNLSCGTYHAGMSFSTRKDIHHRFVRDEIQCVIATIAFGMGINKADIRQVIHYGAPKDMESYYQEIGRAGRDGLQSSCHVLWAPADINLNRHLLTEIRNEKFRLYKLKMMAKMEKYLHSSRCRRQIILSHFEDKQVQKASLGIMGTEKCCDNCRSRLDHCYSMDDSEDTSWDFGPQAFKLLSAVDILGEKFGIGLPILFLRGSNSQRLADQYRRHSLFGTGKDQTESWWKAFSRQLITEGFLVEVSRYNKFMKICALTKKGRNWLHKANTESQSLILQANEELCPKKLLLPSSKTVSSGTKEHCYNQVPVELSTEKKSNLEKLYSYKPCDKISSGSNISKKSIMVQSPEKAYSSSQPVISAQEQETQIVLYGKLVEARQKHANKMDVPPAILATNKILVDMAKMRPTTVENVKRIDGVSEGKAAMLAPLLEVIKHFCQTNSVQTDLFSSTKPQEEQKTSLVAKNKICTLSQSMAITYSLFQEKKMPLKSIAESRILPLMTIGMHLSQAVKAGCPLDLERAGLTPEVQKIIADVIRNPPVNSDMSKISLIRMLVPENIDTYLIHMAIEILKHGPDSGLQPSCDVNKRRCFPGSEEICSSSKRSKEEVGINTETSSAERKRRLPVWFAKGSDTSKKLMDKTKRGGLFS
#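 Screening of the MLSMR collection measured strand separation of a quenched forked DNA duplex (100 nM) by 20 nM WRN with 2 mM ATP, all final. Compounds were preincubated with enzyme 15 min at room temperature.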
# ATXN2 expr inh: Primary qHTS for Inhibitors of ATXN expression | AID 1745845, 2022 | 360,000 compounds, 0.72% hits | Potency, µM (series often up to 57 µM), for the others: top-dose activity change, negative = inhibition, hits mostly inhibitors | HEK-293 ATXN2-luciferase reporter, luminescence, 24 h; further: potency means the concentration at half of the fitted maximal effect; on the % scale 0 is the no-effect control and ±100 the full control effect; nearly all actives have a fitted effect of over 55% in size
#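 qHTS (up to 57 uM final) was run with 24 h compound exposure of reporter cells at 37 °C. Each well was multiplexed: SteadyGlo luminescence measured ATXN2-luciferase expression after a fluorogenic Gly-Phe-AFC viability readout (25 uM final).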
# HT1080 IDH1KD tx: qHTS for induction of synthetic lethality in tumor cells producing 2HG: qHTS for the HT-1080-IDH1KD cell line; HT-1080 IDH1 knockdown viability, ATP luminescence, 48 h; 360,000 compounds, 2% hits; Potency, µM (doses to about 46.1 µM), for the others: top-dose activity, negative = toxicity, actives largely listed as cytotoxic; AID 686971, 2013;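 further: potency means the concentration at half of the fitted maximal effect; 0% = DMSO wells and -100% = cell-free medium wells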
#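 Luminescent ATP read-out (CellTiter-Glo, 10 min at room temperature) after 48 h compound exposure at 37 °C gave viability of IDH1-knockdown HT-1080 cells. Activity was normalised to DMSO and cell-free wells, then fitted as concentration-response curves.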
# MCF10A rereplic: A quantitative high throughput screen for small molecules that induce DNA re-replication in MCF 10a normal breast cells | MCF 10A DNA re-replication, Hoechst nuclear intensity, 48 h | Potency, µM (top dose mostly 46.1 µM), for inactives: at the top dose activity, positive = re-replication, usual class: activators | 350,000 compounds, 2.9% hits | AID 624296, 2012; further: potency means the concentration at half of the fitted maximal effect; % of control where 0% means no effect; nearly all actives have a fitted effect of over 50% in size
# KB-V1 MDR tox: qHTS assay for MDR1-selective chemotherapeutics: Primary screen using the drug-selected MDR subline cells KB-V1; KB-V1 MDR cells viability, CellTiter-Glo, 72 h; 400,000 compounds, 3.4% hits; Potency, µM (top dose mostly 46.1 µM), for inactives: at the highest dose activity change, negative = cytotoxicity, hits mostly cytotoxic; AID 1347076, 2019; further: potency means the concentration at half of the fitted maximal effect; on the % scale 0 is the no-effect control and ±100 the full control effect; nearly all actives have a fitted effect of over 60% in size
#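 KB-V1 cells (P-gp-expressing MDR subline of KB-3-1) in phenol-red-free DMEM with 10% FBS were exposed to library compounds over a concentration series for 72 h at 37 degrees C. Viability read by CellTiter-Glo luminescence; concentration-effect curves fitted after normalization.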
# HT1080-NT tox: qHTS for induction of synthetic lethality in tumor cells producing 2HG: qHTS for the HT-1080-NT fibrosarcoma cell line | Potency, µM (highest dose often 46.1 µM), for the others: at the top dose activity, negative = less viability, actives largely listed as cytotoxic | HT-1080-NT fibrosarcoma viability, CellTiter-Glo ATP luminescence, 48 h | 360,000 compounds, 1.6% hits;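 further: NT is the 2HG producing partner of a matched IDH1 knockdown line; potency means the concentration at half of the fitted maximal effect; 0% = DMSO-treated cells and -100% = media-only wells without cells; nearly all actives have a fitted effect of over 55% in size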
#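 Toxicity toward the 2HG-producing NT line was scored as %Activity, normalised to DMSO and no-cell wells, from CellTiter-Glo luminescence after 48 hours' treatment.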
# IL-1B inflam inh: qHTS for Inhibitors of Inflammasome Signaling: IL-1-beta AlphaLISA Primary Screen; THP-1 LPS/ATP IL-1B secretion, AlphaLISA, 16 h; hits give low values; activity change, % at 57.5 µM; AID 743279, 2014; 360,000 compounds, 4.7% hits; in the data active means activity change below about -50%; inconclusive means mostly about -30% to -49%; further: on the % scale 0 is the no-effect control and ±100 the full control effect
#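 THP-1 cells pretreated 1 hr with compounds (up to 57.5 uM final), then stimulated with LPS (250 ng/mL final) plus ATP (1.25 mM final); secreted IL-1B measured by AlphaLISA after 16 hr, decreased signal indicating inhibition.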
# SW480 rereplic: A quantitative high throughput screen for small molecules that induce DNA re-replication in SW480 colon adenocarcinoma cells | SW480 DNA re-replication, Hoechst DNA content imaging, 48 h | Potency, µM (series often up to 46.1 µM), inactives show top-dose re-replication activation, most hits filed as activators | 340,000 compounds, 1.8% hits | AID 624297, 2012; further: potency means the concentration at half of the fitted maximal effect; % of control where 0% means no effect; nearly all actives have a fitted effect of over 55% in size
#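 Cells (250 per well) received 23 nL compound or DMSO by pin tool and were kept 48 hr at 37 C, 5% CO2. Nuclei were then stained with Hoechst for 40 min and scanned for DNA content.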
# * hit, by the source's call; ? = inconclusive; . = not tested or not shown; [ ] = remark or other dose. Unless noted, the call rests on the fitted dose curve; in most records, active means well fitted curve in the direction sought with a large enough effect; inconclusive means small, poorly fitted or top-dose-only effect, or another doubt; inactive means no such curve, though single readings can be large; an effect the other way counts as inactive or inconclusive. An unsorted share of the library; about 12% have a hit in one of these screens.
SMILES,KB-3-1 cytotox,WRN inhibitor,ATXN2 expr inh,HT1080 IDH1KD tx,MCF10A rereplic,KB-V1 MDR tox,HT1080-NT tox,IL-1B inflam inh,SW480 rereplic
Cc1ccccc1C1c2[nH]c3ccccc3c2C[C@H]2C(=O)N(c3ccccc3C(=O)NCCN3CCOCC3)C(=O)N12 (stereo partly drawn),0%,-2%,3%,-2%,?,9%,-3%,-1,-4%
COc1cccc(CNC(=O)[C@H](CCSC)NC(=O)N2CCn3c2nc2ccccc23)c1,11%,-6%,-6%,-21%,0%,-7%,-2%,-2,-16%
COCC(C)n1c(C)cc(C(=O)COC(=O)CN=C2NS(=O)(=O)c3ccccc32)c1C (stereo not drawn),8%,-12%,-3%,4%,6%,?,2%,13,4%
COC(=O)c1c(NC(=O)Cn2cnc([N+](=O)[O-])n2)sc2c1CCC(C)C2 (stereo not drawn),-3%,-4%,1%,8%,?,16µM*,9%,-55*,13%
CCOC(=O)Cn1c(C(=O)OCC)cc2sccc21,10%,-5%[57.1 µM],-6%,0%[9.24 µM],?,10%,3%,-13,0%
CC(C)[C@H](CO)NC(=O)[C@H]1O[C@@H](n2ccc(N)nc2=O)[C@H](O)[C@@H]1O,0%,6%,16%,21%,.,16%,27%,17,.
Cc1ccc(NC(=O)COC(=O)CSC(=S)N2CCOCC2)cc1,4%,2%,.,13%,2%,3%,6%,1,-45%[inhibitor]
CC(=O)Nc1ccc(N=Nc2c(C)[nH]n(C(N)=S)c2=O)cc1,-11%,0%,.,2%,0%,18%,4%,-7,-86%[inhibitor]
Cc1ccccc1S(=O)(=O)Cc1ccc(C(=O)N2CCN(c3cccc(C)c3C)CC2)o1,5.2µM*,-17%,13µM*,6.5µM*,2.3µM*,5.8µM*,5.8µM*,0,4.1µM*
Cc1oc(C(C)(C)C)c(CN2CCCC2)c1C(=O)O,0%,8%,6%,13%,2%,?,?,-9,-1%

# Quoted from the listing:
# Result of COC(=O)c1c(NC(=O)Cn2cnc([N+](=O)[O-])n2)sc2c1CCC(C)C2 (stereo not drawn) in WRN inhibitor: -4%
# Result of COCC(C)n1c(C)cc(C(=O)COC(=O)CN=C2NS(=O)(=O)c3ccccc32)c1C (stereo not drawn) in IL-1B inflam inh: 13

# (next part)
SMILES,KB-3-1 cytotox,WRN inhibitor,ATXN2 expr inh,HT1080 IDH1KD tx,MCF10A rereplic,KB-V1 MDR tox,HT1080-NT tox,IL-1B inflam inh,SW480 rereplic
O=C(CN1CCOCC1)Nc1ncc(Cc2cccc(Cl)c2)s1,-3%,4%,.,-1%,?,-21%,1%,0,8.2µM*
COc1ccc(S(=O)(=O)N(C)C[C@H]2Oc3c(NC(=O)Nc4c(C)noc4C)cccc3C(=O)N([C@@H](C)CO)C[C@H]2C)cc1,0%,2%,2%,6%,-36%[inhibitor],0%,-1%,-15,-1%
O=C(CCN1C(=O)C2C3C=CC(C4CC34)C2C1=O)Oc1ccccc1 (stereo not drawn),-2%,5%,.,8%,-11%,15%,2%,7,-121%[inhibitor]
S=c1nc(C2CCCCC2)[nH][nH]1,3%,-2%,-7%,6.3µM*,10%,-10%,11µM*,-12,3%
CCC1CCc2sc(C(=O)O)cc2C1 (stereo not drawn),-1%,-31%[57.1 µM],-6%,19%,0%,-5%,4%,23,0%
O=C(NNC(=O)c1ccc(Br)o1)c1ccc(NS(=O)(=O)c2cccs2)cc1,11%,6%,9%,10%,0%,4%,5%,5,-4%
O=C(CNC(=S)N(Cc1ccccc1Cl)C1CCCC1)NCCCN1CCOCC1,-4%,2%,-3%,16%,-2%,-3%,7%,0,0%
O=C(O)C1CCCCC1C(=O)NCCc1ccc(F)cc1 (stereo not drawn),10%,2%,4%,8%,-2%,8%,?,1,-4%
Cc1nc2ccc(Cl)cc2c(-c2ccccc2F)c1CC(=O)O,-15%,-13%,-5%,-1%,12%,-10%,-6%,32,-5%
O=C(NCC1CCOCC1)c1ccc(-c2ccc(F)c(F)c2)c2ccoc12,0%,-6%,-23%,?,.,-23%,-16%,-92*,.
Cc1ccccc1COCCN1CCN(S(=O)(=O)c2ccccc2)CCC1=O,5%,7%,-5%,3%,-11%,3%,0%,1,-1%
COCCCNC(=O)Cn1ncc2ccsc2c1=O,-8%,-5%,11%,4%,10%,8%,-2%,0,1%
Cc1ccc(N(CC(=O)Nc2ccc(C)cc2C)S(=O)(=O)N2CCCC2)cc1,-18%,-12%,-27%,-25%,?,-22%,-8%[9.24 µM],?,0%
CCN(C(=O)Cc1ccc(NC2=NC3CS(=O)(=O)CC3S2)cc1)c1ccccc1 (stereo not drawn),16%,5%,9%,13%,-1%,7%,6%,0,-4%
Cc1cc(C)nc(N(C#N)CCOc2ccc(Cl)cc2)n1,-12%,13%,-11%,0%,?,-16%,-11%,-20,-5%[9.22 µM]
CCOC(=O)C1C(=O)CC(C)(O)C(C(=O)OCC)C1/C=C/c1ccccc1 (stereo not drawn),-3%,10%,-13%,-1%,20%,18µM*,1%,14,-168%[inhibitor]
O=C(C[n+]1cc(-c2ccccc2)n2c1CCC2)Nc1nc(-c2ccc(F)cc2)cs1,21µM*,11%,3%,-7%,8%,0%,-10%,0,0%
CCOC(=O)CSC1=C(C#N)C(c2ccc(C)cc2)C2=C(CCCC2=O)N1 (stereo not drawn),-2%,2%,-3%,1%,?,4%,-3%,30,13%
O=[N+]([O-])c1ccccc1CN1CCN(Cc2c[nH]c3ccccc23)CC1,?,-6%,-6%,-26%,5%,?,-3%,?,19%
Cc1cccc(C)c1NS(=O)(=O)c1cc2c3c(c1)CCN3C(=O)CC2,?,6%,7%,0%,1%,?,3%,-4,3%
O=C(NCCc1ccccc1)c1cccc(N2CCCC2=O)c1,-8%,4%,.,0%,0%,0%,3%,-2,-11%
O=C(O)CCCC(=O)N1CCOCCOCCOCCOCC1,7%,11%,-4%,2%,2%,-5%,7%,-17,-3%
Cc1ccccc1OCC(=O)NCCc1nc2ccccc2[nH]1,11%,-1%,2%,4%,-29%,-13%,0%,13,-2%
CNC(=O)c1[nH]cnc1C(=O)N[C@@H](CC(C)C)C(=O)OCc1ccccc1,-8%,8%,-7%,-4%,15%,0%,0%,67,-4%
CC(C)(C)c1ccc(-n2ncc3c2CCCC3NC(=O)c2ccco2)cc1 (stereo not drawn),0%,5%,.,-23%,.,?,-19%,56,.
O=C(NCCCN1C(=O)c2ccccc2C1=O)OCc1ccccc1,1%,-11%,-2%,11%,-6%,-13%,8%,-1,-5%
O=C1CC(=O)N(Cc2cccs2)C(=O)N1,0%,0%,-3%,12%,-9%,16%,8%,-3,4%
CC(C)c1cc(Cn2c3ccccc3c(=O)n2C(C)Cn2cc(CCc3ccccc3)nn2)on1 (stereo not drawn),9%,4%,.,9%,.,?,12%,-12,.
CN(C(=O)CSc1ncccn1)C1CCS(=O)(=O)C1 (stereo not drawn),0%,-6%,5%,13%,1%,22%,8%,14,0%
O=C(CNC(=O)c1ccco1)N=Nc1c(O)[nH]c2ccc(Br)cc12,24%,-9%,-16%,8%,-4%,18%,11%,-8,-10%
Cc1ccc(C)c(NC(=O)c2nnn(Cc3ccccc3C)c2N)c1,-14%,-3%,-18%,-1%,-184%[0.0737 µM],-6%,-3%,-6,-12%
COc1ccc(C(c2nnnn2CCc2ccccc2)N2CCN(C3CCCC3)CC2)cc1 (stereo not drawn),-1%,10%[57.1 µM],-5%,2%,18%,-27%,-22%,?,11%
CCC(CCC(=O)Nc1cccc([N+](=O)[O-])c1)C(=O)O (stereo not drawn),18%,-7%,5%,4%,-1%,?,4%,14,1%
COc1ccc(C=O)cc1Cn1c(C)cc(C)c(C#N)c1=O,?,-3%,8%,7%,?,-7%,18%,31,?
CCOC1=C2[C@@H](CN(S(=O)(=O)c3ccc(C)cc3)[C@H]2c2ccccc2F)[C@H]2C(=O)N(c3ccccc3)C(=O)[C@H]2C1,0%,-7%,3%,-1%,.,-29%,25%,5,.
O=S(=O)(NCc1ccccc1)c1cccc2nonc12,-16%,1%,1%,-11%,0%,?,5%,-3,-2%
Cc1ccc2cc(C)c(SCC(=O)NCC3CCCO3)nc2c1 (stereo not drawn),-1%,-3%[57.1 µM],-22%,-4%,?,-14%,-2%,-2,4%
CSc1ccc(C(=O)Nc2cc(S(=O)(=O)N3CCOCC3)ccc2N2CCOCC2)cc1[N+](=O)[O-],?,-2%,.,0%,7%,?,4%,-17,0%
Cc1cc(N2CCN(C/C=C/c3ccccc3)CC2)n2ncnc2n1,4%,2%,-30%,-8%,-7%,9.2µM*,0%,-21,-11%
O=C(Nc1ccc(Br)cc1)NC1CCCCCCC1,?,-4%,5%,?,13%,?,?,-90*,?
N=c1c2c(ncn1CCCO)Oc1ccc3ccccc3c1C2c1ccccc1 (stereo not drawn),-17%,11%,?,?,24%,-15%,?,-56*,-46%[inhibitor]
N#C/C(=C\c1ccc[nH]1)S(=O)(=O)c1ccccc1,-14%,-14%,4%,-5%,10%,15%,8%,7,-2%
O=C1CC(Cc2ccccc2)C(=O)N1c1ccccn1 (stereo not drawn),-5%,-5%,1%,12%,0%,22%,14%,10,12%

# Compound activity deposited in PubChem BioAssay by National Center for Advancing Translational Sciences (NCATS).
